# Compound activity from PubChem.
# HePTP inhibitor – inhibitors of human HePTP phosphatase, primary screen, biochemical, absorbance, leukemia target; Tyrosine-protein phosphatase non-receptor type 7 (Homo sapiens), P35236; inhibition, % at 20 µM; 110,000 compounds, 0.64% hits; recombinant HePTP phosphatase activity, OD absorbance; in the data active = inhibition above about 50%;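 note: plate controls were vehicle for no effect and reference inhibitor for full effect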
# BAP1 block – inhibitors of BAP1 deubiquitinase, primary screen, biochemical, Ub-AMC fluorescence, kinetic; Ubiquitin carboxyl-terminal hydrolase BAP1 (Homo sapiens), Q92560; recombinant BAP1, Ub-AMC hydrolysis fluorescence kinetic; stronger effect = lower value; activity remaining (% of control), % at 20 µM; 72,000 compounds, 0.48% hits; AID 436, 2006;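 active = activity remaining at or below 50% of control, provided the compound also passes the data quality filters; inactive = the rest, including low values that fail the filters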;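 note: 100% = DMSO wells rate and 0% = substrate alone blank rate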
# Target sequence (Q92560 whole entry, looked up): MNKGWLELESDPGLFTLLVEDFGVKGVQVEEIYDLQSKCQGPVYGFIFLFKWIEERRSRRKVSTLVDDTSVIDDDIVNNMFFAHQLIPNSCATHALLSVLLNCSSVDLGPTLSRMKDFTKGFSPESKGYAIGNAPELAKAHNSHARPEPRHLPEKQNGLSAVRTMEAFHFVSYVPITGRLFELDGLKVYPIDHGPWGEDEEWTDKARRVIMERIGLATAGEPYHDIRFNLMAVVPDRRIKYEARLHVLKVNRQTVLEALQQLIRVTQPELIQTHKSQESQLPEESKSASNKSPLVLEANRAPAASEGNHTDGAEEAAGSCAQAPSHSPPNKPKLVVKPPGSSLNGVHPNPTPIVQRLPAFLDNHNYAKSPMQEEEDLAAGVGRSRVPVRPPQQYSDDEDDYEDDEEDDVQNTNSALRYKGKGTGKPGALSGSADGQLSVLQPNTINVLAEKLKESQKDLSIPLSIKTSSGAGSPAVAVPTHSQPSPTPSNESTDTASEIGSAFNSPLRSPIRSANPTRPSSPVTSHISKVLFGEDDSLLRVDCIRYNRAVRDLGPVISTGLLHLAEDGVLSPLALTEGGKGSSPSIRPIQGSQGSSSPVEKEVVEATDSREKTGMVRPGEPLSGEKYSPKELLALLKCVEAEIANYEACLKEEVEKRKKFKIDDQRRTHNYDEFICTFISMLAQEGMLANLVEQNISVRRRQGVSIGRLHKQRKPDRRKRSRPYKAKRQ
# Active calls of the source: *; . = no result given.
# Each structure is followed by: HePTP inhibitor | BAP1 block
- CCOc1cccc(C(=O)N(Cc2ccco2)C2CCS(=O)(=O)C2)c1 (stereo not drawn)
    4 | 68
- CCOC(=O)c1c(NC(=O)C(C)C)sc(C(C)=O)c1C
    . | 175
- CC(=O)c1cccc(NC(=O)c2nn3c(C(F)(F)F)c4c(nc3c2Cl)-c2ccccc2CC4)c1
    . | 64
- CCOC(=O)Cc1csc2nc3sc(C)c(C)c3c(=O)n12
    10 | 106
- Cc1cc(C23CC4CC(CC(C(=O)O)(C4)C2)C3)c(C)cc1C12CC3CC(CC(C(=O)O)(C3)C1)C2
    32 | .
- C/C(=N\NC(=O)c1ccco1)c1ccc(N)cc1
    -3 | .
- CN(CCNC(=O)c1cn(C)c2ccc(S(=O)(=O)N(C)C)cc2c1=O)CCc1ccccc1
    5 | 102
- CCC(NS(=O)(=O)c1ccc(C)cc1)C(=O)O (stereo not drawn)
    -4 | 118
- NC(=O)c1c(NC(=O)CN2CCOCC2)sc2c1CCC2
    0 | 83
- CCC(C)NC(=O)C1CCC(=O)N(c2ccc3c(c2)OCO3)C1c1ccc(OC)cc1 (stereo not drawn)
    10 | 86
- Clc1ccccc1COc1ccc(Br)cc1
    . | 51
- CC1=C(C(=O)OC(C)C)C(c2ccccc2Cl)C2=C(CCCC2=O)N1 (stereo not drawn)
    -17 | .
- O=C1S/C(=C/c2ccc(O)c(O)c2)C(=O)N1c1ccccc1
    -15 | .
- O=C(/C=C/c1ccc2c(c1)OCO2)c1ccc(F)cc1
    11 | .
- O=C(N/C(=C\c1cn(-c2ccccc2)nc1-c1ccccc1)C(=O)N1CCOCC1)c1ccccc1
    4 | .
- COc1ccccc1C(=O)n1nc(C)cc1C
    3 | 88
- CCOC(=O)N1CCN(S(=O)(=O)c2cc(Cl)ccc2Cl)CC1
    13 | 100
- Cn1c(-c2ccc3ccccc3n2)nc2cnccc21
    -5 | 119
- O=C(c1ccco1)N1CCCSC1=Nc1ccccc1
    -3 | 109
- O=C1CC(N2CCC(O)CC2)C(=O)N1c1ccc(I)cc1 (stereo not drawn)
    4 | .
- CC(C)CC(NC(N)=O)C(=O)OCC(=O)NC(=O)NC1CCCC1 (stereo not drawn)
    7 | 103
- O=C(CSc1nc2ccccc2s1)Nc1ccc(F)c([N+](=O)[O-])c1
    2 | .
- O=C(Nc1ncc2c(n1)CC(c1ccco1)CC2=O)c1ccc(Cl)cc1 (stereo not drawn)
    -4 | 76
- Cc1ccc(C2=NNC(c3ccc(F)cc3)S2)cc1 (stereo not drawn)
    -2 | .
- Cc1cc(=O)oc2cc(OCc3ccc(Cl)c(Cl)c3)ccc12
    4 | .
- CCOC(=O)c1ccc(N2C(=O)c3ccc(C(=O)Nc4ccccc4C(=O)O)cc3C2=O)cc1
    -4 | .
- CC(Oc1ccccc1)C(=O)Nc1cc(C(=O)O)cc(C(=O)O)c1 (stereo not drawn)
    8 | .
- Cc1sc2nc(SCC(=O)NCc3ccco3)n(C)c(=O)c2c1C
    7 | 99
- COc1ccc(C(=O)OC(C)CN2CCN(C)CC2)cc1OC (stereo not drawn)
    -5 | 129
- COc1ccc(NC(=O)c2c(SC)nsc2SC)cc1
    9 | 84
- COc1ccc(NC(=O)N2CCCC2C(=O)Nc2ccc(C)cc2)cc1 (stereo not drawn)
    8 | 105
- Nc1sc(=S)nc2sc3c(c12)CCN(Cc1ccccc1)C3
    9 | .
- Cc1c(NC(=O)c2nn(C)c(=O)c3ccccc23)c(=O)n(-c2ccccc2)n1C
    0 | 114
- CC1=C(C(=O)Nc2cccc(Cl)c2)C(c2cccs2)NC(=S)N1 (stereo not drawn)
    11 | .
- O=C(NCc1ccco1)c1ccc(S(=O)(=O)c2cccc(S(=O)(=O)N3CCOCC3)c2)cc1
    -7 | 105
- c1ccc(C2=NCCCN2)cc1
    7 | 105
- O=C(CCN1C(=O)c2ccncc2C1=O)Nc1ccc2c(c1)OCCO2
    -5 | 99
- C=CCn1c(SCC(=O)NCc2cccnc2)nc2sc3c(c2c1=O)CCCC3
    4 | 159
- CC(C)[C@H](NC(=O)Nc1ccc2c(c1)OCCO2)C(=O)O
    2 | 103
- NC(=O)c1ccc(F)cc1
    12 | 101
- COc1cc(/C=C2\SC(N)=NC2=O)cc(Br)c1OC
    8 | .
- O=C(Nc1ccc(N2CCOCC2)cc1)c1cccc(Cl)c1Cl
    11 | .
- O=C(/C=C/c1ccccc1)N1CCN(c2nc3ccc([N+](=O)[O-])cc3s2)CC1
    4 | .
- Nc1ccc2c3c(cccc13)C(=O)NC2=O
    . | 85
- Cc1ccc(C)c(Cn2nnc3c(=O)[nH]c(C4CCCN(C(=O)CC(C)C)C4)nc32)c1 (stereo not drawn)
    12 | 71
- O=C(OCc1nnc(-c2ccc(Cl)cc2)o1)c1ccc(=O)n(Cc2ccccc2)n1
    6 | 92
- CN1CCc2c(sc3c2c(=O)n(-c2ccccc2)c2nnc(SCc4ccc(F)cc4)n32)C1
    6 | 88
- COc1ccc([N+](=O)[O-])cc1NC(C)C
    -17 | .
- Cn1c(=O)c2[nH]c(CN(Cc3ccccc3)Cc3ccccc3)nc2n(C)c1=O
    9 | 74
- O=c1cc(-c2ccccc2)nc(N2CCN(Cc3ccccc3)CC2)[nH]1
    3 | 114
- CC1=C(C(=O)Nc2ccccc2C)C(c2ccccc2O)NC(=O)N1 (stereo not drawn)
    2 | .
- Cc1no[n+]([O-])c1COc1ccc(C=C2C(=O)NC(=S)NC2=O)cc1
    1 | .
- Cc1ccc(NC(=O)C2C3CC/C=C\CC/C=C/CCC32)cc1C (stereo not drawn)
    5 | .
- CN(Cc1ccccc1)C(=O)c1ccc2c(c1)OCO2
    10 | 103
- COc1ccc2[nH]c(=O)c(CN(CCCN3CCOCC3)C(=O)NCc3ccccc3)cc2c1
    -2 | .
- COc1cccc(OC)c1C(=O)NCC12CC3CC(C1)CC(CNC(=O)c1c(OC)cccc1OC)(C3)C2
    8 | .
- COc1ccccc1NC(=O)C1=C(C)NC(SCC(=O)c2ccc(Br)cc2)=C(C#N)C1c1ccco1 (stereo not drawn)
    10 | .
- CC(Sc1nc(N2CCOCC2)c2c(c1C#N)CC(C)(C)OC2)C(=O)Nc1ccccc1 (stereo not drawn)
    3 | 136
- C=CCOC(=O)C1=C(C)NC(SC)=C(C#N)C1c1ccc(OCC)cc1 (stereo not drawn)
    -2 | .
- CCOC(=O)c1c(NC(=O)c2cc3ccccc3oc2=O)sc(C)c1CC
    5 | .

# Later entries
# Each structure is followed by: HePTP inhibitor | BAP1 block
- CCN(CC)C(=O)c1sc(NC(=O)Cc2cccs2)c(C#N)c1C
    3 | 81
- COc1ccc(-n2nnc3c(=O)n(Cc4cc(C)ccc4C)cnc32)cc1
    -3 | 100
- CCOC(=O)C1(CC)NC(c2ccco2)C2C(=O)N(c3ccc(C)cc3)C(=O)C21 (stereo not drawn)
    -3 | 76
- CCOC(=O)C1=C(C)NC2=C(C(=O)CC(c3ccc(OC)c(OC)c3)C2)C1c1ccc(C)o1 (stereo not drawn)
    5 | 84
- Cc1nc2ncnn2c(N2CCN(C(c3ccccc3)c3ccccc3)CC2)c1C
    2 | 98
- COc1ccc2nc(NS(=O)(=O)c3ccc(Cl)cc3)c(Nc3cccc(NC(C)=O)c3)nc2c1
    4 | .
- COC(=O)CSc1nnc(-c2cccs2)n1-c1ccc(Cl)cc1
    7 | 116
- CN(C)CC(O)CN1C(=O)N(CN2C(=O)N(CC(O)CN(C)C)C(=O)C2(C)C)C(C)(C)C1=O (stereo not drawn)
    0 | .
- CCN1CCN(Cc2c(C)[nH]c3c(ccc4ccccc43)c2=O)CC1
    2 | .
- CCc1nnc(NC(=O)CN2CCN(C(=O)c3ccccc3)CC2)s1
    10 | .
- Cc1cc(NC(=O)CSc2ccc(-c3nc4cc(C)c(C)cc4[nH]3)cn2)no1
    12 | .
- COc1cccc(N2C(=O)c3ccc(C(=O)NN4C(=O)c5ccccc5C4=O)cc3C2=O)c1
    6 | .
- COC(=O)c1c(-c2cccnc2)csc1NC(=O)c1cc(C)on1
    5 | 52
- CCOc1ccc2ccccc2c1/C=N/NC(=O)CN1CCOCC1
    -6 | .
- CCCC(=O)Nc1cccc(C(=O)Nc2ccc(C(=O)O)cc2)c1
    5 | .
- O=C(O)CCCCCN1C(=O)C(=O)/C(=C(/O)c2ccccc2)C1c1ccccc1F (stereo not drawn)
    9 | .
- O=C(NC1CCCC1)C1CCCN(S(=O)(=O)c2cnc[nH]2)C1 (stereo not drawn)
    9 | 99
- CCOC(=O)C1CCN(Cc2cnc(NC(=O)OC)s2)CC1
    5 | 94
- CCOC(=O)C1(P(=O)(c2ccccc2)c2ccccc2)CCOCC1
    3 | .
- O=C1/C(=C/c2cc(Cl)cc(Cl)c2O)SC(=S)N1Cc1ccccc1
    7 | .
- Cc1ccc2cccc(NS(=O)(=O)c3ccccc3)c2n1
    2 | .
- CCCOc1ccc(CCN2CCC(=O)NC2=O)cc1C
    8 | .
- CC(=O)c1cccc(N=C2NC(=O)C(CO)(CO)S2)c1
    0 | 146
- COc1cc(-c2c(C#N)c(N)n3c(nc4ccccc43)c2C#N)ccc1OCc1ccccc1F
    15 | .
- Cc1ccc(NC(=O)C2CCCN(S(=O)(=O)c3ccc4c(c3)oc(=O)n4C)C2)nc1 (stereo not drawn)
    8 | 106
- CC(=O)NC(c1cccc([N+](=O)[O-])c1)c1ccc2cccnc2c1O (stereo not drawn)
    . | 73
- Cc1ccc(NC(=O)CS(=O)CC(=O)NCCCN(C)c2ccccc2)cc1 (stereo not drawn)
    7 | 100
- CCCn1c(SCc2nc3ccccc3[nH]2)nc2ccccc21
    14 | .
- Cc1cccc(OCc2nnc(NC(=O)Nc3ccc(Cl)cc3)s2)c1C
    -10 | .
- COc1ccc(CNCc2cccc3ccccc23)cc1OC
    3 | .
- COc1cccc(-c2nc(-c3ccc(Cl)cc3Cl)no2)c1
    13 | .
- Cc1ccc(S(=O)(=O)NC(C)C(c2cccs2)N2CCN(C)CC2)cc1 (stereo not drawn)
    . | 136
- O=C(Nc1cccc(Oc2ccc3c(c2)C(=O)NC3=O)c1)c1ccco1
    -7 | 111
- Cc1ccc(S(=O)(=O)N2CCN(Cc3cccc(C)c3O)CC2)cc1
    8 | 162
- CC(C)OC(=O)NC(c1ccccc1)C(Cl)(Cl)Cl (stereo not drawn)
    -2 | .
- Cc1ccc(-n2c(=O)c3c(n4c(=S)[nH]nc24)-c2ccccc2CC32CCCCC2)cc1
    -4 | .
- CCCCOn1nnc2ccc([N+](=O)[O-])cc21
    -18 | .
- CCOc1ccccc1/C=N/NC(=O)CSc1nc2ccccc2n1Cc1ccccc1
    4 | .
- CC(C)c1nnc(NC(=O)C2CCN(c3nc4ccccc4s3)CC2)s1
    10 | 82
- O=C(NCc1ccc2c(c1)OCO2)C1CC(=O)N(c2ccccc2)C1 (stereo not drawn)
    -3 | .
- CC(=O)Nc1c(O)n(C)c2ccccc12
    -7 | 114
- CCNC(=O)/C(C#N)=C/c1ccc(C(C)(C)C)cc1
    0 | .
- COc1ccc(N2C(=O)c3ccccc3NC2c2ccc(OC)c(CN3C(=O)c4ccccc4C3=O)c2)cc1 (stereo not drawn)
    -2 | .
- CNC(=O)/C=C1\NC(C)(C)Cc2ccccc21
    -3 | .
- COc1ccc(-c2nnc(SCC(=O)NN)n2-c2ccccc2)cc1
    0 | .
- O=C1CCCC(O)=C1C1C2=C(CCCC2=O)Oc2ccccc21 (stereo not drawn)
    9 | 104
- Cc1onc(-c2c(Cl)cccc2Cl)c1C(=O)Nc1ccc2c(c1)OCO2
    0 | 87
- O=C(Nc1nnc(-c2ccc3c(c2)OCCO3)o1)c1ccc(Cc2ccccc2)cc1
    1 | 56
- COc1cccc(NC(=O)CN(c2ccccc2)S(=O)(=O)c2ccccc2[N+](=O)[O-])c1
    1 | .
- c1ccc(NCc2nnc3n2CCCCC3)cc1
    2 | 105
- O=C(C1CCN(S(=O)(=O)c2cccc3nsnc23)CC1)N1CCN(c2ccccc2F)CC1
    7 | 101
- CCOC(=O)[C@H](CCc1ccccc1)N[C@@H](C)C(=O)N1CCC[C@H]1C(=O)O
    8 | 107
- O=C(NCc1ccccc1Cl)C1CC(=O)N(c2cccc([N+](=O)[O-])c2)C1 (stereo not drawn)
    7 | .
- CCOC(=O)c1sc(NC(=O)c2cc(Cl)ccc2OC)nc1C
    10 | .
- O=C(COC(=O)c1ccc(S(=O)(=O)N2CCCC2)cc1)NCc1ccccc1
    -2 | 94
- CCS(=O)(=O)CCSc1nc(C)cc(C)c1C#N
    9 | 65
- O=C(c1ccc(Br)o1)N1CCN(C(c2ccccc2)c2ccccc2)CC1
    2 | .
- COc1cc([N+](=O)[O-])cc(C=Nc2cc(-c3nc4cc(C)ccc4o3)ccc2Br)c1O
    . | 80
- C#CCOC(=O)/C(=C/c1ccc(F)cc1)NC(C)=O
    1 | .
- CC1=C(C(=O)OC(C)C)C(c2c[nH]c3ccccc23)n2ncnc2N1 (stereo not drawn)
    3 | 98
- CCOC(=O)c1cc(C#N)c(SCC(=O)c2cc(C#N)c(SC)nc2C)nc1C
    -2 | 96
- CCOC(=O)C1=C(CC)NC2=C(C(=O)CCC2)C1c1cc(OC)ccc1OC (stereo not drawn)
    -6 | .
